# Source: PubChem BioAssay
# PPARg SRC2 recr – PPARgamma-driven SRC-2 recruitment agonism; P37231; PPARgamma LBD-SRC-2 recruitment, biochemical; AID 1032; hit rate 0.34% among 200,000; activation, % at 8 µM; in the data active = activation above about 22%;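 note: 0% = vehicle and 100% = reference agonist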
# Target sequence (P37231 whole entry, looked up, the tested form may be a part): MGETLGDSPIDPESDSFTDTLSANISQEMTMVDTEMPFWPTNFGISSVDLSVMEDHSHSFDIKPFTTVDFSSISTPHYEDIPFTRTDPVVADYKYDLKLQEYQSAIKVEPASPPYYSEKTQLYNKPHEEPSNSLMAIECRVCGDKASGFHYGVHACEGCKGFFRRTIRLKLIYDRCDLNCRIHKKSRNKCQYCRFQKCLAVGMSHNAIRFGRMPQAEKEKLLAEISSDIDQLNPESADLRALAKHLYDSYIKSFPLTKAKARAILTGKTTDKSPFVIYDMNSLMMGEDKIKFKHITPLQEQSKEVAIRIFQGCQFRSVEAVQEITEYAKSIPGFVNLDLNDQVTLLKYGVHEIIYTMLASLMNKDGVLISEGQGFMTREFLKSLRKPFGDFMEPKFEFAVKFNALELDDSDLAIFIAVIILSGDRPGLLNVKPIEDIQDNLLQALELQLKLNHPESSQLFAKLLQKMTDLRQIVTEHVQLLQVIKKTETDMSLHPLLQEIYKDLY
# STAT3 inh – reduces IL-6 driven STAT3 reporter signal; hit rate 0.89% among 190,000; inhibition, % at 5.5 µM; U3A cells, IL-6 STAT3-luciferase reporter, luminescence; host cell line lacks STAT1; AID 862;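 active = inhibition above the mean inhibition across all screened compounds plus 3 SD, cut at about 44% in these data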;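 note: 0% = DMSO only wells and 100% = 100 µM nifuroxazide control wells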
# STAT1 blocker – reduces IFN-gamma driven STAT1 reporter signal. NIH 3T3 STAT1-luciferase reporter, luminescence. hit rate 0.35% among 200,000. inhibition, % at 5.5 µM. AID 920;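 active = inhibition above a set limit, the mean inhibition across all tested compounds plus 3 SD, cut at about 34% in these data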;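 note: 0% = IFN-gamma with DMSO and 100% = IFN-gamma with 300 µM nifuroxazide; values of inactives mirror those of a sister screen read the other way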
# ROMK primary – human ROMK K+ channel modulation, primary screen. hit rate 2% among 130,000. AID 1918. Tet-inducible ROMK, thallium flux fluorescence; actives lie on both sides. P48048. B-score at 10 µM;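 active = signal ratio slope over the read window, or its plate-corrected B-score, at least 3 SD from the plate mean, either direction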;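 note: B-score of the F/F0 ratio slope over 7 to 12 s after thallium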
# bIAP activator – increases bovine intestinal alkaline phosphatase activity; purified bovine IAP, CDP-star luminescence, 30 min; active compounds read high; fold of DMSO-control signal, blank-subtracted; activation factor at 20 µM; hit rate 0.17% among 200,000; AID 1016;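 active = activation factor of 2 or more at 20 µM, a signal rise over negative controls twice the positive control's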
# TR-FRET SRC-2 ct – TR-FRET artefact, counter-screen to PPARgamma/SRC-2 agonist assay. active compounds read high. TR-FRET ratio at 8 µM. hit rate 0.4% among 200,000. AID 1049; in the data active = TR-FRET ratio above about 2000; note: inactives centre near 1500
# PPARg SRC-3 ag – promotes SRC-3 coactivator recruitment by human PPARgamma. P37231. AID 731. biochemical PPARgamma/SRC-3 coactivator recruitment assay. activation, % at 8 µM. hit rate 0.26% among 200,000; in the data active = activation above about 23%;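 note: 0% = DMSO and 100% = reference agonist; some compounds past the cut are filed as inactive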
# PPARg SRC1 recr – agonists of human PPARgamma SRC-1 coactivator recruitment; P37231; PPARgamma-SRC-1 coactivator recruitment biochemical assay; activation, % at 8 µM; hit rate 0.41% among 200,000; AID 631; in the data active = activation above about 19%;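 note: 0% = DMSO and 100% = reference agonist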
# bIAP inhibitor – intestinal alkaline phosphatase (bovine) inhibition | purified bovine IAP, CDP-star luminescence, 30 min | AID 1019 | 190,000 tested, under 10 active | inhibition, % at 20 µM;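 active = over 50% inhibition of intestinal alkaline phosphatase at 20 µM in the single-dose screen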
#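 Assay system – bovine IAP enzyme · Quantity – bovine IAP at 1/65,000,000 final dilution · Detection – CDP-star luminescence signal · Times – 30 min reaction at room temperature · Also added – CDP-star substrate at 30 µM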
# STAT3 act – STAT3 signaling activation; hit rate 0.91% among 190,000; activation (% of control), % at 5.6 µM; U3A cells, IL-6 STAT3-luciferase reporter, luminescence; 100% = signal with IL-6 EC80 alone; AID 871;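 active = activation above the screen-wide mean of compound activation plus 3 SD, cut at about 130% in these data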;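 note: 0% = background luminescence of wells with medium and substrate only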
#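 Test system: human U3A cells carrying STAT3-luciferase construct; control set: IL-6-only wells as 100% reference; timing: compound pre-incubation 1 h before IL-6, then 6 h stimulation at 37 °C; also added: IL-6 stimulus at 33 ng/mL final; evaluation: % activation versus median of IL-6-stimulated wells; detection: reporter luminescence signal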
# TNAP act hi DEA – increases human TNAP activity under high phosphate acceptor concentration. purified TNAP, CDP-star luminescence, 1 M DEA, 30 min; active compounds read high; 0 = EDTA background, 1 = DMSO-only activity. activation factor at 20 µM. P05186. 200,000 tested, under 10 active;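 active = activation factor at least 2 at 20 µM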
# Target sequence (P05186 whole entry, looked up): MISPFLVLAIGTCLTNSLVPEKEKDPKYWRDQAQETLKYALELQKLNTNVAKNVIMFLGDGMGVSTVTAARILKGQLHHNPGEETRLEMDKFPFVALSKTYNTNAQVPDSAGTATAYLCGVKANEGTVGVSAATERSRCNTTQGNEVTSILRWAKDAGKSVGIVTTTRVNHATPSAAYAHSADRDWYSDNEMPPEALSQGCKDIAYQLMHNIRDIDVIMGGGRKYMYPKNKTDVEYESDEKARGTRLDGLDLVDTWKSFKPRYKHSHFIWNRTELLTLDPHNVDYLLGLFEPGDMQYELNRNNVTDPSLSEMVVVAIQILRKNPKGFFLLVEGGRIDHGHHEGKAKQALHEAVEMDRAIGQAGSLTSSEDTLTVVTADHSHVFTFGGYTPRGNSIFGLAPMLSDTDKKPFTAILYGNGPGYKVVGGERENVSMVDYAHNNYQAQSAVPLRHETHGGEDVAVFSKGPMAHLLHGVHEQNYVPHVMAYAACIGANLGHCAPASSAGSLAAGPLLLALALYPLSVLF
#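 Assay system: human TNAP; Input: enzyme diluted 1/800 final; Reagent: CDP-star luminogenic substrate at 100 µM final; Timing: 30 min, room temperature; Signal: luminescence; Evaluation: TNAP activation factor scaled between EDTA and DMSO control wells.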
# * = called active by the depositor; . = no result given.
# Each structure is followed by: PPARg SRC-3 ag	STAT3 inh	bIAP inhibitor	bIAP activator	PPARg SRC2 recr	TNAP act hi DEA	STAT1 blocker	ROMK primary	PPARg SRC1 recr	STAT3 act	TR-FRET SRC-2 ct
> O=C(Nc1ccc(F)c(F)c1)c1oc2ccccc2c1NC(=O)C1CCCO1 (stereo unspecified)
  2	21	-11	1.1	-3	1	-7	-0.033	4	86	1539
> CCOC(=O)c1nnn(-c2nonc2N)c1CN1CCc2ccccc2C1
  -12	-2	5	0.9	10	1	1	-0.96	10	105	1666
> COCCNC(=S)N(CCc1c(C)[nH]c2ccc(C)cc12)Cc1ccco1
  1	-4	2	1	1	1.1	13	0.28	-1	106	1474
> COc1ccc(/C=C2\Sc3ccc(C(=O)NCc4cccnc4)cc3N(C)C2=O)cc1OC
  3	23	10	0.9	2	1	18	1.4	12	86	1484
> CC1CCCC(NC(=O)c2ccc3c(=O)n(CC4CCCO4)c(=O)[nH]c3c2)C1C (stereo unspecified)
  15	12	8	0.9	0	1	-8	-0.89	5	93	1420
> O=C1CC(C(=O)Nc2ccccc2)S/C(=N\N=C\c2ccco2)N1 (stereo unspecified)
  4	6	25	0.7	-2	1	7	.	5	97	1627
> C=CCNC(=S)Nc1ccc(Cl)cc1F
  5	16	-1	1	3	1.1	6	-0.6	10	88	1697
> COC(=O)c1ccccc1S(=O)(=O)N(Cc1ccco1)Cc1cc2cc(OC)ccc2[nH]c1=O
  -3	19	3	1	-4	1	8	.	-8	92	1653
> O=C(N/N=C\c1ccc(Cl)s1)c1ccc(Cn2cccn2)o1
  0	-3	4	1	-1	1	-3	-0.55	7	105	1598
> Cc1cc(C(=O)Nc2cccnc2)cs1
  1	10	13	0.9	4	1	4	-0.54	2	91	1618
> Cc1nonc1CC(=O)N1CCCC(C(=O)c2ccc(Cl)cc2)C1 (stereo unspecified)
  4	8	13	0.9	0	1.1	-9	.	5	97	1543
> FC(F)Oc1ccc(NC(=S)Nn2cnnc2)cc1
  -2	11	-1	1	5	1	-8	1	-1	93	1671
> CC(C)CCOc1cccc(OCC(=O)NC2CCS(=O)(=O)C2)c1 (stereo unspecified)
  6	16	5	0.9	1	1	1	0.17	2	90	1592
> CC1CCCC(C)N1C(=O)CSc1nc2ccccc2s1 (stereo unspecified)
  4	-39	6	0.9	4	1	-3	.	-1	133*	1562
> CCc1ccc(-n2c(SCC(=O)N3CCC(C(=O)O)CC3)nnc2-c2ccncc2)cc1
  0	4	9	0.9	-7	1	-10	-0.64	5	105	1534
> CC(=O)NC(=O)COC(=O)/C=C/c1c(C)nn(Cc2c(Cl)cccc2Cl)c1Cl
  -1	6	-7	1.1	-5	1	-5	-0.014	-7	95	1669
> CCn1c(CN2CCN(CCO)CC2)nc2ccccc21
  2	6	-2	1	-13	1	-3	-0.55	-6	104	1428
> O=c1c2ccccc2sc2ccc(Cl)cc12
  0	10	-40	1.4	5	1	-18	0.19	4	95	1634
> N#CC(c1ccc(Cl)nn1)c1ccc(Cl)cc1Cl (stereo unspecified)
  3	14	24	0.8	1	1	2	-0.66	6	93	1618
> CCC1CCCCN1C(=S)NC(=O)c1cccs1 (stereo unspecified)
  3	-8	2	1	11	1	4	1.9	2	106	1410

# Reformatted as tab-separated lines: entries from further up.
molecule	PPARg SRC-3 ag	STAT3 inh	bIAP inhibitor	bIAP activator	PPARg SRC2 recr	TNAP act hi DEA	STAT1 blocker	ROMK primary	PPARg SRC1 recr	STAT3 act	TR-FRET SRC-2 ct
O=C1CC(C(=O)Nc2ccccc2)S/C(=N\N=C\c2ccco2)N1 (stereo unspecified)	4	6	25	0.7	-2	1	7	.	5	97	1627
C=CCNC(=S)Nc1ccc(Cl)cc1F	5	16	-1	1	3	1.1	6	-0.6	10	88	1697
COC(=O)c1ccccc1S(=O)(=O)N(Cc1ccco1)Cc1cc2cc(OC)ccc2[nH]c1=O	-3	19	3	1	-4	1	8	.	-8	92	1653
O=C(N/N=C\c1ccc(Cl)s1)c1ccc(Cn2cccn2)o1	0	-3	4	1	-1	1	-3	-0.55	7	105	1598
Cc1cc(C(=O)Nc2cccnc2)cs1	1	10	13	0.9	4	1	4	-0.54	2	91	1618
Cc1nonc1CC(=O)N1CCCC(C(=O)c2ccc(Cl)cc2)C1 (stereo unspecified)	4	8	13	0.9	0	1.1	-9	.	5	97	1543

# Remaining list, next part
# Each structure is followed by: PPARg SRC-3 ag	STAT3 inh	bIAP inhibitor	bIAP activator	PPARg SRC2 recr	TNAP act hi DEA	STAT1 blocker	ROMK primary	PPARg SRC1 recr	STAT3 act	TR-FRET SRC-2 ct
> COc1ccc(N/C=C/C(=O)c2ccc3c(c2)OCO3)cc1OC
  3	22	-3	1	-1	0.9	-67	1.1	-3	87	1404
> CCOc1ccccc1NC(=O)NCc1cccnc1
  -6	12	5	0.9	0	1	2	-1.8	-5	92	1347
> COC1=CCC2([N+](=O)[O-])CN(CC(=O)O)CC1([N+](=O)[O-])C2 (stereo unspecified)
  -2	-7	13	0.9	1	1.1	-6	0.45	-3	104	1668
> Cc1c2c(nc3ccccc13)CCC(C)C2 (stereo unspecified)
  -2	14	6	0.9	3	1	-18	-1.2	-11	88	1387
> CC(C)Cc1cc(C(=O)Nc2cc(Br)ccc2O)no1
  -2	-5	2	1	-4	1	0	.	7	104	1638
> CC(=O)NC1(NC(C)=O)CCN(C)C(c2ccccc2)C1C (stereo unspecified)
  12	-3	-2	1	7	1	-2	0.005	2	105	1582
> O=C(NCc1ccccc1)C(Cc1ccccc1)NS(=O)(=O)c1cccc2nsnc12 (stereo unspecified)
  -2	2	13	0.9	11	1	1	-1.1	-6	105	1426
> COc1cc(/C=N/NS(=O)(=O)c2ccccc2)ccc1OS(=O)(=O)c1ccc(C)cc1
  0	-4	6	0.9	2	0.9	0	0.17	4	106	1497
> CCN(CC)S(=O)(=O)c1ccc2c(c1)c(=O)c(C(=O)N1CCc3ccccc3C1)cn2C
  -3	-4	8	0.9	-2	1	-8	0.67	0	107	1462
> Cc1cc(NC(=O)c2cccc(S(=O)(=O)N3CCCCCC3)c2)no1
  1	8	-1	1	-1	1	-5	-0.71	-2	91	1389
> CC(=O)c1c(C)[nH]c(C(=O)N2CCc3ccccc3C2)c1C
  -11	21	-3	1	-1	1	3	-0.067	-5	86	1501
> O=C(Nc1ccc2c(c1)oc1ccccc12)c1ccc2c(c1)OCO2
  1	4	31	0.7	0	1	-30	0.62	9	99	1679
> CCSc1ccccc1C(=O)NCc1ccco1
  8	6	5	0.9	14	1.1	3	.	2	97	1524
> Cc1c(Cl)c(C(=O)N2CCCc3ccccc32)nn1C
  6	4	0	1	-4	1	-6	.	10	101	1569
> COc1cc(/C=N/NC(=O)C(=O)NCC2CCCO2)ccc1OCC(=O)N1CCOCC1 (stereo unspecified)
  1	-8	-1	1	0	1	-1	1.6	5	110	1384
> COc1ccc(C(=O)CSc2nnc(CNC(=O)c3ccc(OC)cc3)n2C)cc1
  10	3	8	0.9	2	1	1	.	3	101	1662
> Cc1nc2c(cc1C#N)C(=O)c1ccccc1-2
  0	14	-10	1.1	-9	1	-3	0.99	3	91	1551
> COc1cc(/C=N/NC(=O)C(=O)Nc2ccccn2)ccc1O
  1	-2	17	0.8	-2	1	-19	.	9	104	1705
> CN1CCN(c2nc3c(c(=O)n(C)c(=O)n3C)n2CCSc2nc3ccccc3s2)CC1
  -2	.	-11	1.1	-9	1	-5	.	-1	.	1413
> COc1cc(-c2nnc3sc(-c4cccs4)nn23)cc(OC)c1OC
  3	3	0	1	6	1.1	-4	-0.098	6	101	1520

# (further entries)
# Each structure is followed by: PPARg SRC-3 ag	STAT3 inh	bIAP inhibitor	bIAP activator	PPARg SRC2 recr	TNAP act hi DEA	STAT1 blocker	ROMK primary	PPARg SRC1 recr	STAT3 act	TR-FRET SRC-2 ct
> CCn1c(Oc2ccc(F)cc2)nc2c1c(=O)n(C)c(=O)n2C
  2	3	-7	1.1	-1	1	12	-0.66	5	98	1512
> O=C(CN(Cc1cccs1)S(=O)(=O)c1ccc(S(=O)(=O)NC2CCCCC2)cc1)Nc1ccccc1
  2	-3	6	0.9	0	0.9	2	-0.051	3	100	1646
> O=C(Nc1ccccc1F)c1coc(=O)c(Br)c1
  3	13	12	0.9	1	1	-16	-0.037	-16	99	1365
> O=C(NC(NC(=O)c1ccccc1)c1ccccc1)c1ccccc1
  5	13	3	1	8	1.1	3	.	6	91	1671
> N#C/C(=C\c1ccccc1)C(=O)OCC(=O)N1CCCC1
  2	-1	2	1	-2	1	-4	-0.22	4	103	1618
> COc1ccccc1CNC(=O)COC(=O)Cc1ccsc1
  -1	1	9	0.9	3	1	0	1.1	-8	103	1609
> N=c1n(CC(=O)c2ccc([N+](=O)[O-])cc2)c2ccccc2n1Cc1ccc(Cl)cc1
  -2	-9	-6	1.1	-11	0.9	-8	.	-4	108	1456
> O=C(O)Cc1sc(Nc2ccc(Cl)cc2)nc1-c1cccs1
  3	-4	-31	1.3	10	1	-9	-1.3	7	109	1637
> Cc1ccc(C)c(N2CCN(C(=O)Nc3ccc4c(c3)N(C)C(=O)CS4)CC2)c1
  6	45*	-53	1.5	8	1.1	34	-0.6	10	65	1659
> O=C1OC(c2ccccc2)=N/C1=C\C=C\c1ccccc1[N+](=O)[O-]
  -2	-6	14	0.9	-7	1	-2	-0.12	-2	102	1493
> Cc1ccc(C)c(N2CCN(C(=O)Cn3c(=O)[nH]c4ccsc4c3=O)CC2)c1
  -7	9	-1	1	2	1.1	4	-0.11	0	98	1458
> Cc1cc(C2=NNC(=NC3CC3)SC2)c(C)n1-c1ccccc1
  3	105*	-2	1	4	1	91*	-0.032	10	12	1658
